Bim-Mcl-1 – inhibitors of Bim peptide binding to Mcl-1, primary screen, biochemical, bead-based flow cytometry, multiplex; Induced myeloid leukemia cell differentiation protein Mcl-1 (Homo sapiens), Q07820; Bim peptide-Mcl-1 binding; inhibition, % at 10 µM; 190,000 tested, 0.1% active;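 note: 0% = no compound tracer wells and 100% = peptide blocker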
RGS8-Gao – RGS8-Galphao binding modulators, primary screen, biochemical, multiplexed bead flow cytometry. Guanine nucleotide-binding protein G(o) subunit alpha (Homo sapiens), P09471. actives lie on both sides. response (percent of control binding), % at 10 µM. 220,000 tested, 0.34% active; in the data active = response below about 60% or above about 140%; inactive = in between;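 note: Galphao activated as the GDP aluminium fluoride complex binding bead-coupled RGS8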
Target sequence (P09471 whole entry, looked up): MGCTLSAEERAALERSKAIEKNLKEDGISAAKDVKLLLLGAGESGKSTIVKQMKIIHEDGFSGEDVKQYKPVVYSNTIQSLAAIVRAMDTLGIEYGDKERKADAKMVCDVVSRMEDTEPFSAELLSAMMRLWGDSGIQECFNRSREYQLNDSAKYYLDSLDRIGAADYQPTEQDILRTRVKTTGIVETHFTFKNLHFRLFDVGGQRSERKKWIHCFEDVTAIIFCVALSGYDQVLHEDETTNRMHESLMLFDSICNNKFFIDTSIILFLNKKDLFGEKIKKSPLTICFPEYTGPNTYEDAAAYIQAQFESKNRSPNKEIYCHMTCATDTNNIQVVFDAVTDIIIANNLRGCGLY
Bfl-1 Bim block – inhibitors of Bim binding to Bfl-1, primary screen, biochemical, multiplexed, bead-based flow cytometry | Bcl-2-related protein A1 (Homo sapiens), Q16548 | Bim-Bfl-1 binding inhibition | inhibition, % at 10 µM | 190,000 tested, 0.12% active | AID 1008, 2008;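 note: 0% = wells without compound plus tracer and 100% = blocker peptide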
GSH fluor – compound fluorescence on glutathione beads, profiling panel, artefact control, biophysical, 488/530 nm, flow cytometry | GSH beads flow cytometry, compound fluorescence 488/530 nm; active compounds read high | fluorescence (KMESF) at 10 µM | 190,000 tested, 0.25% active | AID 1776, 2009; in the data active = fluorescence above about 89;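 note: glutathione beads carrying GST-tagged Bcl family fusion proteins plus one bare bead set; values are compound well signal with DMSO vehicle wells as background; inactives centre near 16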
Mcl1-Bid inh – Mcl-1/Bid binding inhibitors, primary screen, biochemical, TR-FRET, 1536-well | Induced myeloid leukemia cell differentiation protein Mcl-1 (Homo sapiens), Q07820 | TR-FRET Mcl-1/Bid-Dy647 peptide binding | inhibition, % at 21.7 µM | 220,000 tested, 0.97% active | AID 1021, 2008;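 active = compounds that cut the binding signal by more than half at the single screening dose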;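 note: His-tagged Mcl-1 with europium anti-His antibody binding Bid BH3 peptide; 0% = Mcl-1 plus peptide wells and 100% = peptide-only wells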
Bim-Bcl-XL – inhibitors of Bim-Bcl-XL binding, primary screen, biochemical, multiplexed, bead flow cytometry, human Bcl-XL; 190,000 tested, 0.04% active; AID 1007, 2008; Bim peptide-Bcl-XL binding, fluorescence; inhibition, % at 10 µM; Bcl-2-like protein 1 (Homo sapiens), Q07817
Target sequence (Q07817 whole entry, looked up): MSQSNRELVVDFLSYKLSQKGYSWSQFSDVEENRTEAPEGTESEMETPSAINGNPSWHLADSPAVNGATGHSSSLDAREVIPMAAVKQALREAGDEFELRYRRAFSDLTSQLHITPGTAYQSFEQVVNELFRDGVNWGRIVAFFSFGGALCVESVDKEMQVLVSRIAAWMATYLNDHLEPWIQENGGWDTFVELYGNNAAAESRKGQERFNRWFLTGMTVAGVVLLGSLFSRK
RGS7-Gao – RGS7-Galphao binding modulators, primary screen, biochemical, multiplexed bead flow cytometry. Guanine nucleotide-binding protein G(o) subunit alpha (Homo sapiens), P09471. actives lie on both sides. binding response (% of control), % at 10 µM. AID 1439, 2008. 220,000 tested, 0.35% active; in the data active = binding response below about 49% or above about 150%; inconclusive = no clear call, values can overlap the other calls; inactive = in between;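 note: fluorescent Galphao held in activated GDP-AlF4 state binding bead-coupled RGS7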
Bim-Bcl-W – inhibitors of Bim binding to Bcl-W, primary screen, biochemical, multiplexed, bead-based flow cytometry. Bim peptide-Bcl-W binding. inhibition, % at 10 µM. 190,000 tested, 0.02% active;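 note: 0% = bound tracer without compound and 100% = peptide blocker; higher means less fluorescent Bim peptide bound to Bcl-W beads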
RGS4-Gao reg – modulators of RGS4 binding to Galphao, primary screen, biochemical, multiplexed bead flow cytometry; Guanine nucleotide-binding protein G(o) subunit alpha (Homo sapiens), P09471; actives lie on both sides; binding response (% of control), % at 10 µM; 220,000 tested, 0.33% active; AID 1415, 2008; in the data active = binding response below about 49% or above about 150%; inactive = in between;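 note: fluorescent Galphao activated with aluminum fluoride binding bead-coupled RGS4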
Bcl-B Bim block – inhibitors of Bim-Bcl-B binding, primary screen, biochemical, multiplexed, human Bcl-2 family | bead-based flow cytometry, Bim peptide-Bcl-B binding | inhibition, % at 10 µM | 190,000 tested, 0.073% active;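 note: 0% = tracer peptide without compound and 100% = reference inhibitor peptide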
Target sequence (Q9HD36 whole entry, looked up): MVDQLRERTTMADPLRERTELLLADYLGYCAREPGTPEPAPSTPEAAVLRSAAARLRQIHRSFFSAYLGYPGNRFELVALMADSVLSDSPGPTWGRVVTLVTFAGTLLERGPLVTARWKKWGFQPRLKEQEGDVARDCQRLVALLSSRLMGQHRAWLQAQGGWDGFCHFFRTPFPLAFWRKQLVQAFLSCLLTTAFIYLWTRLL
Bim-Bcl-2 – inhibitors of Bim-Bcl-2 binding, primary screen, biochemical, multiplexed, human Bcl-2 family; Bead-based flow cytometry, Bim peptide-Bcl-2 binding; Apoptosis regulator Bcl-2 (Homo sapiens), P10415; inhibition, % at 10 µM; 190,000 tested, 0.06% active; AID 950, 2007; in the data active = inhibition above about 40%; inconclusive = no clear call, values can overlap the other calls;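 note: 0% = no compound wells with probe peptide and 100% = reference peptide inhibitor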
Target sequence (P10415 whole entry, looked up): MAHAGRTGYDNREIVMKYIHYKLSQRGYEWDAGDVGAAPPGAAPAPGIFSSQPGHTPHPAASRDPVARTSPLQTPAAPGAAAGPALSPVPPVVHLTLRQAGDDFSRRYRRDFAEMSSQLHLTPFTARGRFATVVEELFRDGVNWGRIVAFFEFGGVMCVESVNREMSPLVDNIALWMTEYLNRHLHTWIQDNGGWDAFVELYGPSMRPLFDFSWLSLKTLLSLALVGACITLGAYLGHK
The depositor's hits bear a star; u = inconclusive. Cut-off read from the data, not from the text of the source, unless noted: active = inhibition above about 40%. The order is random. About 1.8% of those tested had a hit in this group.

SMILES | Bim-Mcl-1 | RGS8-Gao | Bfl-1 Bim block | GSH fluor | Mcl1-Bid inh | Bim-Bcl-XL | RGS7-Gao | Bim-Bcl-W | RGS4-Gao reg | Bcl-B Bim block | Bim-Bcl-2
CCC(CC)C(=O)Nc1cccc(C(=O)NCc2ccco2)c1 | 1 | 97 | -11 | 25 | -31 | -1 | 96 | 0 | 98 | -5 | -9
Clc1ccc2nc(N3CCCCC3)[nH]c2c1 | -3 | 109 | -2 | 19 | -22 | -3 | 104 | -2 | 107 | 0 | -2
CCc1ccc(N2CCN(C(=O)c3ccc(OC)c(OC)c3)CC2)cc1 | -4 | 97 | -3 | 25 | -8 | -5 | 101 | -3 | 98 | -2 | -5
O=C(/C=C/c1cccc([N+](=O)[O-])c1)Nc1ccc(NC(=O)c2cccs2)cc1 | 1 | 88 | 1 | 9 | 81* | -3 | 83 | 0 | 82 | -5 | -2
CCCOc1ccc(/C=C/C(=O)N2CCN(c3ccccn3)CC2)cc1 | 0 | 95 | 0 | 15 | -3 | 0 | 96 | -1 | 92 | 2 | 0
C=CCN(C(=O)CCC(=O)Nc1cc(C)on1)C(C(=O)NC(C)(C)C)c1cccc(OC)c1OC (configuration not stated) | 0 | 101 | 0 | 30 | 5 | -1 | 97 | -2 | 98 | 0 | -1
CCOC(=O)CNC(=O)CSc1nc(-c2ccc(OC)cc2)ns1 | -24 | 92 | 3 | 10 | 3 | -17 | 102 | -8 | 91 | -21 | -3
Cn1c(C(=O)NCCOc2ccccc2Cl)cc(=O)n(C)c1=O | 0 | 98 | -6 | 19 | -16 | 1 | 101 | 3 | 100 | -4 | -1
COC(=O)[C@@H]1CC[C@H](C)[C@@H](c2ccc(C)cc2)N1C(=O)c1ccc(/C=N/O[C@@H](C)CN2CCCCc3nc(C)c(C)cc32)cc1 | -1 | 98 | 2 | 18 | -3 | -3 | 98 | -5 | 99 | -2 | 0
CCC(C)(C)NC(=O)CCn1c(-c2ccccc2)cc(C(C)=O)c1C | -3 | 106 | -8 | 8 | -44 | -4 | 103 | -3 | 103 | -4 | -4
NS(=O)(=O)c1ccc2c(c1)oc(=O)c1cc(S(N)(=O)=O)ccc12 | -1 | 99 | -4 | 14 | -1 | 0 | 101 | 2 | 99 | 0 | -1
CN(C)/C=C/C(=O)c1cccc(Oc2ncccn2)c1 | -2 | 99 | 4 | 14 | -30 | 2 | 109 | 5 | 103 | 0 | 1
CC(CCC(=O)Nc1nncs1)C(=O)O (configuration not stated) | 0 | 101 | -3 | 25 | 86* | -6 | 97 | 0 | 100 | -6 | -3
COc1ccc(OC)c(-c2c[n+](=O)c3c(n2[O-])CCCC3)c1 | 2 | 100 | -7 | 6 | -32 | -3 | 101 | 3 | 101 | -8 | -4
COc1ccccc1NC(=O)CN(c1ccccc1F)S(C)(=O)=O | -6 | 101 | -17 | 28 | -4 | -10 | 101 | -5 | 101 | -14 | -14
CN(c1ccc(C(=O)NC2CC3CCC2C3)cc1)S(C)(=O)=O (configuration not stated) | -1 | 103 | -1 | 15 | -13 | -1 | 103 | -3 | 101 | 0 | -5
CC(C)[C@H](N)c1nnc(SCC(=O)c2ccc(Cl)cc2)o1 | 0 | 106 | 0 | 10 | -18 | 0 | 104 | 3 | 105 | 3 | 0
CCOc1cc(/C=N/Nc2cccc(C(=O)O)c2)ccc1OCC(=O)N1CCCCC1 | 4 | 98 | -4 | 13 | -89 | -1 | 101 | 2 | 95 | -2 | -1
COc1ccc2nc3cccc(OC)c3nc2c1 | 2 | 96 | 11 | 11 | -35 | 2 | u | 4 | 101 | 2 | 6
CCOC(=O)N1CCN(C(=O)/C(=C/c2cccc3ccccc23)NC(=O)c2ccc(OC)c(OC)c2)CC1 | -6 | 102 | -2 | 13 | -24 | -11 | 100 | -4 | 100 | -12 | -6
COc1cc(/C=C(\NC(=O)c2ccccc2)C(=O)NCCO)c([N+](=O)[O-])cc1OC | -3 | 104 | -3 | 13 | -20 | -6 | 103 | -2 | 102 | -4 | -3
COc1ccc2c(CN3CCN(S(=O)(=O)c4cccs4)CC3)cc(=O)oc2c1 | -5 | 100 | -13 | 12 | -12 | -8 | 102 | -6 | 96 | -12 | -8
CN1CCN(S(=O)(=O)c2ccc(NC(=O)C(C)(C)C)cc2)CC1 | -2 | 115 | 5 | 48 | -8 | 2 | 108 | 5 | 111 | 7 | 3
CCc1nnc(NC(=O)c2ccc(OCc3c(C)noc3C)c(OC)c2)s1 | -3 | 99 | -5 | 14 | -19 | -3 | u | 0 | 99 | -6 | 0
O=C(NCc1ccncc1)NC12CC3CC(CC(C3)C1)C2 | -17 | 103 | -1 | 12 | -9 | -2 | 101 | 0 | 103 | -4 | 0
CCCCCCn1nc(C(=O)OCC(=O)c2c(N)n(C)c(=O)n(C)c2=O)c2ccccc2c1=O | 4 | 96 | 0 | 18 | -15 | 4 | 89 | 0 | 95 | 2 | 5
CN(C(=O)c1ccccc1)c1nc2ccccc2s1 | 0 | 102 | -9 | 13 | -19 | -3 | 108 | 0 | 105 | -7 | -5
CCOC(=O)C1C(c2ccccc2)N(C)OC1(O)C(F)(F)F (configuration not stated) | -2 | 102 | -5 | 11 | -13 | -5 | 108 | -3 | 102 | -1 | 0
CC(O)c1cccc(NC(=O)C2CCCCC2)c1 (configuration not stated) | 0 | 92 | -2 | 18 | -21 | -4 | 90 | -1 | 92 | -4 | 1
COc1ccc(C(=O)COC(=O)CN2CC(=O)Oc3ccccc32)cc1Br | -3 | 83 | 0 | 46 | -57 | -3 | 75 | 0 | 77 | -3 | -3
O=C(N/N=C/c1ccc(N2CCOCC2)o1)c1ccccc1[N+](=O)[O-] | -4 | 98 | 6 | 20 | -10 | -3 | 98 | 1 | 98 | -2 | 0
CCOC(=O)N1CCC(NC(=O)C(NC(=O)C2CCC(C)CC2)C(C)CC)CC1 (configuration not stated) | 1 | 103 | -13 | 30 | -34 | -5 | 104 | 3 | 107 | -6 | -10
Cc1ccc(C(=O)c2c[nH]c3c(F)cc(F)cc3c2=O)cc1 | 0 | 103 | -11 | 10 | -7 | -3 | 101 | -5 | 104 | -5 | -4
CCn1cc(C(=O)N2CCN(c3ccccn3)CC2)c(=O)c2cc(S(=O)(=O)N3CCC(C)CC3)ccc21 | -4 | 105 | -5 | 7 | -16 | -6 | 101 | -3 | 100 | -3 | -5
Cc1cc([N+](=O)[O-])nn1CC(=O)Nc1ccc(Cc2ccncc2)cc1 | -6 | 92 | 0 | 7 | -48 | -9 | 99 | -8 | 94 | -6 | -2
CCOC(=O)Cn1c(=N)n(CCOc2cccc(C)c2)c2ccccc21 | 0 | 104 | -2 | 50 | -11 | -6 | 102 | -2 | 99 | -1 | -3
CCOC(=O)c1sc(C)c(C(=O)NCCCN2CCOCC2)c1N | -2 | 99 | -2 | 25 | -18 | 0 | 99 | -3 | 96 | -3 | -3
O=C(c1cn(-c2ccccc2)nc1-c1ccncc1)N1CCCCC1 | -1 | 102 | -8 | 4 | -4 | -6 | 103 | -4 | 105 | -6 | -3
CCOC(=O)c1cc(-c2ccccc2)n(CC(=O)Nc2ccc(OC)cc2)c1C | -3 | 99 | 1 | 3 | -13 | -7 | 99 | -3 | 99 | -5 | 0
Cc1ccc(OCC(=O)NN2C(=O)c3ccccc3C2=O)cc1 | 0 | 102 | -2 | 9 | 7 | 0 | 106 | 2 | 101 | 0 | 0

Nine of the compounds above, with two lines to a compound:
The line under a structure holds: Bim-Mcl-1	RGS8-Gao	Bfl-1 Bim block	GSH fluor	Mcl1-Bid inh	Bim-Bcl-XL	RGS7-Gao	Bim-Bcl-W	RGS4-Gao reg	Bcl-B Bim block	Bim-Bcl-2
- COc1ccc(C(=O)COC(=O)CN2CC(=O)Oc3ccccc32)cc1Br
 : -3	83	0	46	-57	-3	75	0	77	-3	-3
- O=C(N/N=C/c1ccc(N2CCOCC2)o1)c1ccccc1[N+](=O)[O-]
 : -4	98	6	20	-10	-3	98	1	98	-2	0
- CCOC(=O)N1CCC(NC(=O)C(NC(=O)C2CCC(C)CC2)C(C)CC)CC1 (configuration not stated)
 : 1	103	-13	30	-34	-5	104	3	107	-6	-10
- Cc1ccc(C(=O)c2c[nH]c3c(F)cc(F)cc3c2=O)cc1
 : 0	103	-11	10	-7	-3	101	-5	104	-5	-4
- CCn1cc(C(=O)N2CCN(c3ccccn3)CC2)c(=O)c2cc(S(=O)(=O)N3CCC(C)CC3)ccc21
 : -4	105	-5	7	-16	-6	101	-3	100	-3	-5
- Cc1cc([N+](=O)[O-])nn1CC(=O)Nc1ccc(Cc2ccncc2)cc1
 : -6	92	0	7	-48	-9	99	-8	94	-6	-2
- CCOC(=O)Cn1c(=N)n(CCOc2cccc(C)c2)c2ccccc21
 : 0	104	-2	50	-11	-6	102	-2	99	-1	-3
- CCOC(=O)c1sc(C)c(C(=O)NCCCN2CCOCC2)c1N
 : -2	99	-2	25	-18	0	99	-3	96	-3	-3
- O=C(c1cn(-c2ccccc2)nc1-c1ccncc1)N1CCCCC1
 : -1	102	-8	4	-4	-6	103	-4	105	-6	-3

Later entries:
SMILES | Bim-Mcl-1 | RGS8-Gao | Bfl-1 Bim block | GSH fluor | Mcl1-Bid inh | Bim-Bcl-XL | RGS7-Gao | Bim-Bcl-W | RGS4-Gao reg | Bcl-B Bim block | Bim-Bcl-2
CCn1c(=O)oc2cc(NC(=O)CCl)ccc21 | -5 | 94 | -8 | 14 | -13 | -4 | u | -6 | 90 | -8 | -8
CCOC(=O)c1c(NC(=O)C2CC=CCC2C(=O)O)sc(C)c1CC (configuration not stated) | 0 | 101 | -5 | 10 | -12 | -1 | 95 | 0 | 102 | -3 | -2
CCOc1ccc(NC(=O)C(=O)NCC2CCCN2CC)cc1 (configuration not stated) | -3 | 104 | -16 | 13 | -17 | -3 | 102 | 0 | 104 | -9 | -14
CC1Cc2ccccc2N1C(=O)CSc1nc(-c2ccccc2)cs1 (configuration not stated) | -5 | 99 | -13 | 12 | -34 | -6 | 101 | -3 | 101 | -8 | -5
CCOc1ccc(-c2nnc(N)o2)cc1 | 2 | 100 | -3 | 23 | 1 | 0 | 98 | -5 | 99 | -3 | -2
Cc1cccc(-n2cnc(C(=O)NNC(=S)Nc3ccccc3)c2)n1 | -10 | 99 | 3 | 15 | -75 | -1 | 101 | 2 | 95 | -9 | 2

Bioassay records from PubChem BioAssay.
